BRCT PPI green: qHTS Assay for Inhibitors of BRCT-Phosphoprotein Interaction (Green Fluorophore). Breast cancer type 1 susceptibility protein (Homo sapiens), P38398. AID 875, 2007. Potency, µM (series often up to 76.9 µM), for inactives: at the highest dose activity change, negative = inhibition, most hits filed as inhibitors. BRCA1 BRCT-phosphopeptide binding, green fluorescence polarization. 75,000 tested, 0.05% active;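 note: potency is the fitted concentration of half-maximal effect; plate controls were peptide without protein for full effect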
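Fluorescence polarization: His-tagged BRCT (~35 kDa BRCA1 C-terminus, 250 nM) bound to 100 nM fluorescein-labeled phosphorylated 10-aa BACH1 peptide, pH 7.3 phosphate buffer with DTT and Tween 20. Compounds incubated 12 min at room temperature; inhibition read as lowered polarization.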
Tau filament bind: qHTS Assay for Tau Filament Binding | Microtubule-associated protein tau (Homo sapiens), P10636 | recombinant tau filaments, thioflavin S fluorescence, 15 h; filaments grown with octadecylsulfate alongside compound | Potency, µM (doses to about 57.1 µM), inactives show top-dose activity change, negative = inhibition | 71,000 tested, 2% active;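 note: potency is the fitted concentration of half-maximal effect; % is set by controls: 0 for no effect and ±100 for the full control effect; actives lower thioflavin S fluorescence by blocking filaments or displacing dye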
Target sequence (P10636 whole entry, looked up): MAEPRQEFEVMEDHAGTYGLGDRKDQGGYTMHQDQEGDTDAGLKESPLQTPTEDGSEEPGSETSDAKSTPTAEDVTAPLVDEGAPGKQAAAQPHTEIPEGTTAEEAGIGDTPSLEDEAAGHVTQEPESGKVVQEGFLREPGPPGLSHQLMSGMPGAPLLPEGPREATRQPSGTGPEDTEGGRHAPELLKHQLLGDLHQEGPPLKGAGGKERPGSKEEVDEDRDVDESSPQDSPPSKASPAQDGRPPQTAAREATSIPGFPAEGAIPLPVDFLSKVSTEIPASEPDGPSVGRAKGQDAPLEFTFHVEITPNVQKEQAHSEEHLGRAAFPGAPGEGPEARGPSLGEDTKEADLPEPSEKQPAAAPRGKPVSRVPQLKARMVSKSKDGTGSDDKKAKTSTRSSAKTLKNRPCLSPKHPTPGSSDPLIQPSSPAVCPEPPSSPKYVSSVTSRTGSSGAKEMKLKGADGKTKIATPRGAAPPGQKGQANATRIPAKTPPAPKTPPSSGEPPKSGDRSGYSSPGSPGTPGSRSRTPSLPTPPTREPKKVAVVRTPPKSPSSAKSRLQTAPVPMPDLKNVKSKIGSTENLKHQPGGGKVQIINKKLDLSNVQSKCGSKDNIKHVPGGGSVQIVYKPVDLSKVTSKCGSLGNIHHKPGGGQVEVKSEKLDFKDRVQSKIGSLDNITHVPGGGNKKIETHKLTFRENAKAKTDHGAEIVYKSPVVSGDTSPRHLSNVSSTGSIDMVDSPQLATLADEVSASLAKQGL
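Tau 2 uM in ThS buffer dispensed; compound added; 60 uM ODS added (finals 1 uM tau, 30 uM ODS); 15 h 37 C; fluor ex450/em510.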
HEK293 cAMP cs: qHTS Assay for Agonists of the Thyroid Stimulating Hormone Receptor: Activators of Intracellular cAMP Concentrations in Parental HEK 293 | parental HEK293 CNG cAMP sensor, membrane potential fluorescence | Potency, µM (top dose mostly 57.1 µM), for the others: top-dose activation, usual class: activators | 73,000 tested, 2.5% active; note: potency is the fitted concentration of half-maximal effect; % of control where 0% means no effect; nearly all actives have a fitted effect of over 55% in size
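Counterscreen for endogenous-receptor signalling: CNG-channel HEK 293 cells report cAMP rise by membrane depolarization. After 60 min dye equilibration with 100 uM RO 20-1724, compounds incubated 30 min before bottom-read fluorescence at 590 nm.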
FLuc inh: qHTS Assay for Inhibitors of Firefly Luciferase; Luciferin 4-monooxygenase (Photinus pyralis), P08659; purified firefly luciferase, luminescence, 8 min; Potency, µM (highest dose often 57.1 µM), without a hit: at the highest dose activity change, negative = inhibition, actives largely listed as inhibitors; 72,000 tested, 2.2% active; note: potency is the fitted concentration of half-maximal effect; % is set by controls: 0 for no effect and ±100 for the full control effect; nearly all actives have a fitted effect of over 40% in size
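qHTS concentration-response profiling: light output of P. pyralis luciferase with luciferin and 10 uM ATP, imidazole buffer pH 7.2. Read by luminescence after 8-min room-temperature incubation.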
ERK AVP inh: qHTS Assay for Inhibitors of the ERK Signaling Pathway using a Homogeneous Screening Assay; HEK293-V1b, vasopressin-stimulated pERK AlphaScreen; Potency, µM (doses to about 57.5 µM), for the others: at the highest dose activity, negative = inhibition, usual class: inhibitors; 72,000 tested, 0.99% active; note: potency is the fitted concentration of half-maximal effect; % is set by controls: 0 for no effect and ±100 for the full control effect; nearly all actives have a fitted effect of over 55% in size
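Overnight-seeded V1b-HEK293 cells in 1% FBS got compound, then vasopressin (25 nM final, 5 min, 37C), then lysis buffer. AlphaScreen detection of phospho-ERK; activity normalized to basal and full-stimulation controls.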
Casp1 inh: qHTS Assay for Allosteric/Competitive Inhibitors of Caspase-1; Caspase-1 enzyme, Ac-WEHD-AFC fluorogenic rate; AID 900, 2007; Potency, µM (series often up to 57.5 µM), for inactives: top-dose activity change, negative = inhibition, hits mostly inhibitors; P29466; 75,000 tested, 0.03% active;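 note: potency is the fitted concentration of half-maximal effect; plate controls were vehicle for no effect and no substrate for full effect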
Target sequence (P29466 120-297 limits assumed): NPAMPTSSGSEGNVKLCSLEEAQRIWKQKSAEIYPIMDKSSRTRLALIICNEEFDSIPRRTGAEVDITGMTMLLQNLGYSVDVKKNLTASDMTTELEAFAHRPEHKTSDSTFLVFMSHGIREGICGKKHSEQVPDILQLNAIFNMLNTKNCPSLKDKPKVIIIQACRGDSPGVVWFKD
Target sequence (P29466 317-404 limits assumed): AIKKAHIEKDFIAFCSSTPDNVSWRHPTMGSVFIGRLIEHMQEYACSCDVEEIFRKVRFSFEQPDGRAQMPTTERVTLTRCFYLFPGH
A350 fluor: qHTS Assay for Spectroscopic Profiling in A350 Spectral Region | 59,000 tested, 11% active | Compound autofluorescence, 340/450 nm, Alexa 350 dye-equivalents; stronger effect = higher value | AID 590, 2007 | max dye-equivalent concentration, M; in the data active = max dye-equivalent concentration above about 10 nM; inconclusive = mostly about 1.1 nM to 9.6 nM
USP2a inh: qHTS Assay for Inhibitors of Ubiquitin-specific Protease USP2a; Ubiquitin carboxyl-terminal hydrolase 2 (Homo sapiens), O75604; USP2a enzymatic assay, qHTS inhibition; Potency, µM (doses to about 38.3 µM), without a hit: top-dose activity change, negative = inhibition, usual class: inhibitors; 60,000 tested, 0.1% active;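 note: potency is the fitted concentration of half-maximal effect; nearly all actives have a fitted effect of over 60% in size; plate controls were DMSO for no effect and NEM full inhibition control for full effect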
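USP2 core (20nM final) preincubated 30 min RT with compound, then Ub-PLA2 20nM and NBD C6-HPC 20uM final added; buffer 20mM Tris-HCl pH 8.0, 2mM CaCl2. Fluorescence Ex 460/Em 535 read at 0 and 2.5 h; normalized to NEM.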
Caspase-7 inhib: qHTS Assay for Allosteric/Competitive Inhibitors of Caspase-7 | 75,000 tested, 0.02% active | recombinant caspase-7, Ac-DEVD-AFC fluorescence rate | Potency, µM (highest dose often 57.5 µM), inactives show at the highest dose activity change, negative = inhibition, actives largely listed as inhibitors; active = well fitted inhibition curve with a large enough effect in the main read-out, with a control signal flat, not every such curve was filed as active; inconclusive = small, poorly fitted or top-dose-only effect, or a change in a side signal; note: potency is the fitted concentration of half-maximal effect; % of control where 0% means no effect
CRE-bla Fsk: Cell signaling CRE-BLA (Fsk stim). CHO CRE-bla reporter (cAMP response element driving beta-lactamase), forskolin EC10, beta-lactamase ratio. 71,000 tested, 2.5% active. Potency, µM (top dose mostly 38.2 µM), for inactives: at the top dose activity change, negative = inhibition, hits mostly activators; active = well fitted activation curve with a large enough effect in the signal ratio, with a control signal flat, not every such curve was filed as active; inconclusive = small, poorly fitted or top-dose-only effect, or effect the other way, or a change in a side signal; the % refers to the signal ratio; note: potency is the fitted concentration of half-maximal effect; % of control where 0% means no effect
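AC50 values, positive or negative, reflect shifts in EC10 NKH 477-induced CRE-bla reporter activity in CHO cells. Incubation lasted 3 h at 37 °C before CCF4 substrate (2 h, room temperature) and ratiometric 460/530 nm reading.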
BRCT PPI red: qHTS Assay for Inhibitors of BRCT-Phosphoprotein Interaction (Red Fluorophore) | BRCT-phosphopeptide binding, red fluorescence polarization | Potency, µM (series often up to 76.9 µM), for the others: at the top dose activity change, negative = inhibition, usual class: inhibitors | 75,000 tested, 0.03% active; note: % is set by controls: 0 for no effect and ±100 for the full control effect
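Rhodamine-labelled pBACH1 10-mer (100 nM) bound to BRCT domain (100 nM) at pH 7.3; compounds incubated 12 min room temperature, polarization read. Free peptide defines full inhibition; unlabelled decapeptide titrated as control.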
Active calls of the source: *; i = inactive; ? = inconclusive; / = not tested or not shown; & = joins results of further samples; [ ] = remark or other dose. Unless noted, calls come from the whole dose curve; as a rule, active = well fitted curve in the direction sought with a large enough effect; inconclusive = small, poorly fitted or top-dose-only effect, or another doubt; inactive = no such curve, though single readings can be large; an effect the other way counts as inactive or inconclusive.

Results follow in this order: BRCT PPI green	Tau filament bind	HEK293 cAMP cs	FLuc inh	ERK AVP inh	Casp1 inh	A350 fluor	USP2a inh	Caspase-7 inhib	CRE-bla Fsk	BRCT PPI red
[1] Cc1csc(NC(=O)CSc2nc3ccccc3c(=O)[nH]2)n1
    1.0%	-10%	14%	1%	-8%	-2%	i	-6%	-3%	?	0.8%
[2] COc1cc(N)c(Cl)cc1NC(=O)c1ccccc1
    0.1%	?	15%	-4%	1%	-3%	/	-6%	0%	2%	0.2%
[3] COCC1C2CC[C@H]3C(OCc4ccc(OC)cc4)OC[C@]4(C)[C@H]3C2=C(CN4C(=O)OC(C)(C)C)[C@H](C)C1COC (stereo partly specified)
    -2.7%	147%	4%	/	44%	3%	/	/	0%	-11%	1.0%
[4] COc1ccc(-c2ccc(SCC(=O)Nc3cc(C)on3)nn2)cc1OC
    4.1%	0%	1%	13µM*	-22%	-2%	i	/	1%	?	1.0%
[5] COc1ccc(NC(=O)N2CC(C)OC(C)C2)cc1OC (stereo unspecified)
    0.1%	21%	-1%	1%	-20%	1%	?	-2%	1%	-3%	-1.7%
[6] C/C(CCN1CCCCc2nc(C)c(C)cc21)=N\O[C@@H](C)CN1CCCCc2nc(C)c(C)cc21
    0.1%[15.4 µM]	/	26%[11.4 µM]	2%[11.4 µM]	8%[11.5 µM]	-3%[11.5 µM]	/	/	-1%[11.5 µM]	/	-0.6%[15.4 µM]
[7] O=C(CN1C(=O)CSC1=O)Nc1ccc2c(c1)OCCO2
    -1.9%	1%	4%	-6%	3%	-2%	i	0%	-2%	?	-1.4%
[8] COc1ccc(F)cc1S(=O)(=O)Nc1ccccc1C(=O)O
    -1.7%	/	-2%	/	/	-1%	/	/	1%	/	-0.4%
[9] Cc1cc(C)nc(NC(=O)COc2ccc(Cl)cc2)c1
    0.3%[15.4 µM]	9%[11.4 µM]	0%[11.4 µM]	-6%[11.4 µM]	-12%[11.5 µM]	-2%[11.5 µM]	i	/	1%[11.5 µM]	6%[7.6 µM]	-2.5%[15.4 µM]
[10] COc1cc2c(cc1OC)C(C)N(C(=O)Cn1ncc3c1-c1ccccc1OC3)CC2 (stereo unspecified)
    0.4%	28%	1%	2%	-21%	-4%	/	/	-2%	7%	-0.1%
[11] O=c1c2c(nc3cc(-c4ccc(F)cc4)[nH]n13)CCCC2
    -0.4%	-15%	7%	7.9µM*	-16%	-5%	i	/	-6%	?	-2.1%
[12] Cc1ccc2cc(CN(C(=O)c3ccncc3)C(C)C)c(=O)[nH]c2c1
    -0.6%	-1%	-1%	2%	-3%	-1%	i	0%	-1%	5%	0.2%
[13] COc1cc2c(cc1OC)C(Cc1ccc(O)cc1)N(C)CC2 (stereo unspecified)
    0.4%	-3%	7%	-1%	39%	-6%	/	-5%	-5%	-2%	0.2%
[14] Clc1ccccc1-c1ccc2ncnc(NCCN3CCOCC3)c2c1
    2.4%	2%	20%	-14%[2.29 µM]	?	-5%	?	103%[activator]	-7%	?	3.2%
[15] CCCC(=O)Nc1ccccc1-c1nnn(CC(=O)Nc2ccc(OCC)cc2)n1
    -2.7%	325%	7%	-6%	-12%	-1%	i	15%	0%	3%	0.4%
[16] COc1ccc(OC(C)C(=O)N2CCOCC2)cc1 (stereo unspecified)
    -1.3%	-7%	3%	1%	-3%	1%	i	-1%	0%	-9%	0.1%
[17] O=C1c2ccccc2C(Nc2ccc(-c3nc4ccccc4[nH]3)cc2)N1Cc1ccco1 (stereo unspecified)
    2.9%	222%	-9%	-13%	?	-4%	/	/	-11%	15%	-0.5%
[18] COc1ccc(NC(=O)CCN2CCC(C)CC2)cc1
    1.1%	-4%	13%	0%	-9%	-1%	/	-1%	0%	-5%	-0.2%
[19] N#Cc1nc(-c2cccs2)oc1N1CCN(c2ccccc2)CC1
    1.4%	34%	20µM*	0%	-17%	-6%	1.4e-07M*	0%	-4%	?	-1.4%
[20] Clc1ccc2nc(NC3=NCN(CCN4CCOCC4)CN3)nc(-c3ccccc3)c2c1
    -0.9%	7.9µM*	?	1%	-5%	-2%	3.7e-08M*	6%	-1%	?	0.3%
[21] Cc1cccn2c(=O)c(/C=N/O)c(N3CCCCC3)nc12
    -0.4%	18%	16µM*	1%	-5%	-1%	1.5e-08M*	8%	0%	-1%	0.0%
[22] COC(=O)Cc1ccc(NC(=O)c2ccc(Br)o2)cc1
    -1.1%	-5%	1%	-30%	-15%	-1%	i	5%	0%	?	-3.2%
[23] O=S(=O)(NC1=NCCCCCC1)c1cccs1
    -1.8%	-12%	-2%	0%	-4%	2%	i	-5%	-1%	?	0.9%
[24] O=C(COc1ccc(Cl)cc1)Nc1ccc2oc(-c3ccncc3)nc2c1
    -0.6%	?	15%	-2%	-3%	0%	2.6e-08M*	16%	0%	-1%	0.9%
[25] COc1cc(OC)cc(C(=O)NCCN2CCOCC2)c1
    -1.3%	-5%	9%	0%	-4%	1%	?	/	2%	4%	0.8%
[26] OCC1OC(C#Cc2ccccc2)C=CC1O (stereo unspecified)
    -0.8%&-0.5%&-1.4%[15.4 µM]	/	-4%&8%&6%[11.4 µM]	/	36%&39%&-7%[11.5 µM]	-7%&0%&0%[11.5 µM]	/	/	1%&3%&1%[11.5 µM]	/	-0.2%&0.6%&-1.5%[15.4 µM]
[27] O=C(Nc1ccc2c(c1)Cc1ccccc1-2)[C@@H]1[C@H](C(=O)O)[C@]2(Cl)C(Cl)=C(Cl)[C@@]1(Cl)C2(Cl)Cl
    -1.2%[15.4 µM]	-19%[11.4 µM]	4%[11.4 µM]	2%[11.4 µM]	10%[11.5 µM]	1%[11.5 µM]	i	/	-4%[11.5 µM]	-7%[7.6 µM]	0.1%[15.4 µM]
[28] CCOC(=O)N1CCC(NC(=O)CSc2cc(=O)n(C)c3ccccc23)CC1
    0.3%	-1%	5%	1%	-14%	1%	i	10%	0%	8%	-0.8%
[29] CC1(c2ccc(Cl)cc2)NC(=O)N(CC(=O)NC(=O)NCc2ccco2)C1=O (stereo unspecified)
    -1.1%	-9%	-8%	2%	-12%	3%	i	15%	-2%	-24%	-0.6%
[30] COc1ccc(CCNC(=O)c2nnn(CC(=O)Nc3ccccc3C)c2N)cc1OC
    0.5%	108%	4%	2%	20%	-1%	i	0%	2%	-27%	-2.5%
[31] CC(C)(C)C(=O)Oc1cc(N)n(S(=O)(=O)c2ccccc2)n1
    -0.6%	-2%	-7%	0%	15%	2%	i	-10%	0%	?	-0.8%
[32] CCCNC(=O)N1N=C(c2ccc(N)cc2)c2cc3c(cc2[C@H]1C)OCO3
    -2.9%	-4%	20%	-1%	?	-2%	/	/	2%	5%	-3.2%
[33] CC(=O)Nc1cccc(Oc2ccc3c(c2)C(=O)N(CCC(=O)O)C3=O)c1
    -2.6%	-13%	14%	-10%	-4%	-1%	i	-3%	0%	-3%	-0.4%
[34] Cc1cccc(NC(=O)N2CCC(c3nc4ccccc4o3)CC2)c1
    0.1%	2%	9%	-3%	-8%	-1%	?	17%	-1%	-13%	1.3%
[35] COc1ccc2cc(CN(Cc3cccnc3)Cc3nnnn3Cc3ccccc3)c(=O)[nH]c2c1
    4.8%	14%	-3%	0%	-6%	1%	?	33%[activator]	-3%	10%	1.9%
[36] CCC(=O)N=C1SC2CS(=O)(=O)CC2N1c1cccc(OC)c1 (stereo unspecified)
    1.3%	-12%	8%	3%	-8%	-1%	i	6%	1%	-11%	1.0%
[37] CCOc1ccc(N(CC(N)=O)S(=O)(=O)c2ccc(F)cc2)cc1
    -2.2%	4%	2%	-8%	-6%	0%	i	5%	0%	-5%	0.4%
[38] O=S(=O)(NCCSc1nc2ccccc2o1)c1ccccc1
    -2.0%	12%	29%	-1%	-5%	-6%	/	-7%	3%	5%	-0.8%

Profiles, quoted from the list. Screens in order: BRCT PPI green | Tau filament bind | HEK293 cAMP cs | FLuc inh | ERK AVP inh | Casp1 inh | A350 fluor | USP2a inh | Caspase-7 inhib | CRE-bla Fsk | BRCT PPI red
Shown for COc1ccc(NC(=O)CCN2CCC(C)CC2)cc1 : 1.1% | -4% | 13% | 0% | -9% | -1% | / | -1% | 0% | -5% | -0.2%
Shown for COc1ccc2cc(CN(Cc3cccnc3)Cc3nnnn3Cc3ccccc3)c(=O)[nH]c2c1 : 4.8% | 14% | -3% | 0% | -6% | 1% | ? | 33%[activator] | -3% | 10% | 1.9%
